Screening data: PubChem BioAssay, several laboratories
hK5 inh = human KLK5 protease inhibitors, primary screen, biochemical, 1536-well; Kallikrein-5 (Homo sapiens), Q9Y337; recombinant hK5, fluorogenic AMC substrate cleavage; inhibition, % at 5 µM; 210,000 compounds, 0.59% hits; AID 873, 2007;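 active = inhibition of 40% or more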;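 note: 0% = enzyme controls without compound and 100% = no-enzyme blanks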
Hck Nef HTS = inhibitors of Nef-activated human Hck kinase, primary screen, biochemical, Z-Lyte FRET, 384-well, Hck-YEEI; Tyrosine-protein kinase HCK (Homo sapiens), P08631; Recombinant Hck-YEEI plus Nef, Z-Lyte FRET kinase assay; inhibition, % at 20 µM; 220,000 compounds, 0.68% hits; AID 463187, 2010;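 active = Hck-Nef kinase inhibition above about 50%, limit read from the data; inactive = inhibition below that limit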;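 note: 0% = DMSO with Hck plus Nef and 100% = Hck alone without Nef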
thrombin 1536 = human alpha-thrombin inhibitors, primary screen, counter-screen for coagulation protease inhibitor project, biochemical, 1536-well, fluorogenic AMC substrate; Prothrombin (Homo sapiens), P00734; Boc-VPR-AMC fluorogenic substrate cleavage; inhibition, % at 5 µM; 220,000 compounds, 0.26% hits;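 active = inhibition at or above 40%; inactive = inhibition below 40%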;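 note: 0% = enzyme with no compound and 100% = wells without enzyme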
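Assay system: human alpha-thrombin enzyme. Reagent: Boc-VPR-AMC substrate, 15 µM final. Compound dosing: one concentration per compound, 5 µM, with 0.2% DMSO. Incubation: room-temperature reaction. Technique: AMC fluorescence, 355/460 nm. Measure: % inhibition relative to enzyme controls and enzyme-free blanks.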
KCC2 mod = KCC2 cotransporter modulators, thallium flux, primary screen, cell-based, HEK293 KCC2, FluoZin-2 fluorescence, MLSMR; Solute carrier family 12 member 5 (Homo sapiens), Q9H2X9; KCC2 cells, thallium flux FluoZin-2 fluorescence; B-score of Tl+ flux slope (higher = more flux/activation; lower = inhibition) at 10 µM; 190,000 compounds, 2.2% hits; AID 1456, 2008;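 active = thallium flux slope and its plate-corrected score both differing from the plate sample mean at a set confidence after two filtering rounds, in either direction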;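 note: slope of fluorescence scaled to starting intensity during 10 to 20 s after thallium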
Target sequence (Q9H2X9 whole entry, looked up): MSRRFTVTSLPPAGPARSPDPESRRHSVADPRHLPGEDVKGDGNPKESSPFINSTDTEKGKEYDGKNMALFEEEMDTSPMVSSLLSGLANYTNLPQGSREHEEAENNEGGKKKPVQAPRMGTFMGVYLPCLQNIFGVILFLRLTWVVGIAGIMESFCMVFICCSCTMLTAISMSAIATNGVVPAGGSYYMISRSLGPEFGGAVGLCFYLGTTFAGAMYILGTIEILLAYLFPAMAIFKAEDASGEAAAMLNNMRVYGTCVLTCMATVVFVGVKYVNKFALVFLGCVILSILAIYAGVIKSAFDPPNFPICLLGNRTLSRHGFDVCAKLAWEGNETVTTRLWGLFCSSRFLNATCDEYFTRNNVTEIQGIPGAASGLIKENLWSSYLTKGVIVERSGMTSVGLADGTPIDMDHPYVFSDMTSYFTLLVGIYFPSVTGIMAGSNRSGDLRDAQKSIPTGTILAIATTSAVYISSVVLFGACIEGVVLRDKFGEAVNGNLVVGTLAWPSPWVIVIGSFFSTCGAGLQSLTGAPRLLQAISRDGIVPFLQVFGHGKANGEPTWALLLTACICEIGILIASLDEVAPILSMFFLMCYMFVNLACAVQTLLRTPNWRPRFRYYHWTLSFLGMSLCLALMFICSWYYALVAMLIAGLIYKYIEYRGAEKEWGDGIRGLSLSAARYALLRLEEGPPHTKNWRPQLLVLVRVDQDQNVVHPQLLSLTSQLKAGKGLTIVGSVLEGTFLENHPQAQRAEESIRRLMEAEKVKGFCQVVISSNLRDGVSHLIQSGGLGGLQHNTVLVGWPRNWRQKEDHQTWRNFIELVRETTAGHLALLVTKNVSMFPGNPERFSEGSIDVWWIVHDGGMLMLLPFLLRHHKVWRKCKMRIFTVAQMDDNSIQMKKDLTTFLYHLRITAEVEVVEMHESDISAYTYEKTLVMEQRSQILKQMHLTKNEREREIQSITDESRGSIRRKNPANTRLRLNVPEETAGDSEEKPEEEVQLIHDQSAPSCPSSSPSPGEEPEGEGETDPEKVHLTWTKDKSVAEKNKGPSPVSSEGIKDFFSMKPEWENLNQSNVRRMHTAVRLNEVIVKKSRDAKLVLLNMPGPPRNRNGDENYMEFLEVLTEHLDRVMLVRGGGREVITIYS
FXIa inh = human FXIa protease inhibitors, primary screen, biochemical, 1536-well; Coagulation factor XI (Homo sapiens), P03951; purified FXIa, Boc-Glu-Ala-Arg-AMC fluorogenic substrate; inhibition, % at 5 µM; 220,000 compounds, 0.14% hits;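 active = inhibition of at least 40%; inactive = inhibition below 40%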;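 note: fluorescence of freed AMC excited at 355 nm; 0% = enzyme without compound and 100% = no enzyme blank; many of its hits are not listed in these tables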
FXIIa inh 1536 = human FXIIa protease inhibitors, primary screen, biochemical, 1536-well; Coagulation factor XII (Homo sapiens), P00748; purified FXIIa, Boc-QGR-AMC fluorogenic substrate, 2 h; inhibition, % at 5 µM; 220,000 compounds, 0.3% hits; in the data active = inhibition above about 40%;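 note: 0% = enzyme with no compound and 100% = blank without enzyme; many of its hits are not listed in these tables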
Rad51 HR inh = human RAD51 strand exchange inhibitors, primary screen, biochemical, fluorescence. inhibition, % at 10 µM. 200,000 compounds, 0.085% hits. AID 1385, 2008. hRad51 DNA strand exchange, fluorescence dequenching. DNA repair protein RAD51 homolog 1 (Homo sapiens), Q06609;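 active = inhibition above 40% at the single screening dose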;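 note: 0% = DMSO control wells and 100% = blanks with heterologous ssDNA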
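Test system: preformed human Rad51 ssDNA filaments. Compound dosing: single dose, 10 µM final compound. Incubation: filaments 15 min 37 °C, then compound 30 min. Technique: FRET fluorescence dequenching, excitation 485 nm, emission 520 nm. Read-out basis: percent inhibition from fluorescence, normalised to plate control and blank means. Benchmarks: plate controls and plate blanks.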
L929 necroptosis = inhibitors of zVAD-triggered necroptosis, primary screen, L929 cells; L929 zVAD necroptosis rescue, ATP luminescence, 24 h; with zVAD 60 µM; viability rescue, % at 10 µM; 220,000 compounds, 0.38% hits; AID 1377, 2008;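 active = activation, scaled between plate controls, above about 75%, limit read from the data; inactive = activation under that limit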;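 note: 0% = zVAD with DMSO and 100% = DMSO alone without zVAD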
TNF necrop inh = inhibitors of TNF-alpha triggered necroptosis, primary screen, cell-based, Jurkat FADD-/-, single concentration; Jurkat FADD-/- TNF necroptosis rescue, ATP luminescence, 24 h; 0 = TNF only, 100 = no-TNF cells; activation (protection from cell death), % at 10 µM; 220,000 compounds, 0.068% hits;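 active = activation, meaning protection from cell death, of at least 50% relative to plate controls; inactive = activation below 50%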;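 note: necroptosis triggered by 40 ng/mL TNF-alpha added together with compound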
Active calls of the source: *; . = no result given. This is a subset (hit frequency here may not be typical).

SMILES	hK5 inh	Hck Nef HTS	thrombin 1536	KCC2 mod	FXIa inh	FXIIa inh 1536	Rad51 HR inh	L929 necroptosis	TNF necrop inh
N#CC(Sc1ccccn1)c1ccc(Cl)cc1Cl (stereo not drawn)	1	20	-5	.	3	8	1	-0.9	-4.3
N#Cc1c2n(c(=S)n(-c3ccc(F)cc3)c1=O)CCCCC2	-6	0	-3	-0.52	-4	0	.	-0.1	0.3
O=C(NCC1CCCO1)C1CCN(C(=O)c2ccc(Br)cc2)CC1 (stereo not drawn)	18	4	-8	0.93	-8	-2	5	0.5	-0.8
COc1ccc(CCNC(=O)Cn2c(=O)n(-c3cc(F)ccc3F)c(=O)c3sccc32)cc1OC	-4	15	-27	-2.1	-10	9	2	-1.6	-5.4
COC(=O)c1c(-n2cnnn2)sc(C)c1C	-7	3	-2	0.76	-14	-9	-5	0.9	-0.7
Cc1ccc(-c2csc(NC(=O)C[n+]3cc(-c4ccc(C)cc4)n4c3CCC4)n2)cc1	0	30	-2	-1.5	2	5	28	1.0	-6.9
O=C(NCc1ccc(Cl)cc1)c1ccc(OCC2CCCO2)cc1 (stereo not drawn)	-27	1	-6	-0.023	-10	-2	4	0.9	2.6
CC1CCCC(NC(=O)Cn2cc3c(n2)CCCCC3)C1C (stereo not drawn)	-2	2	-10	-0.93	-9	-5	3	0.4	0.0
Cc1nc2ccccc2c2c1CC(C)S2 (stereo not drawn)	0	22	3	.	2	10	-7	1.1	0.8
COc1ccc(OC)c(NC(=O)COC(=O)Cc2ccc(-c3ccccc3)cc2)c1	-5	4	-12	-0.91	-13	-2	-3	0.6	1.2
Cc1cc2ccccn2c1C(=O)Nc1ccccc1	11	-24	-1	0.057	2	10	-7	0.3	0.7
O=C(Cc1cccs1)N=Nc1c(O)[nH]c2ccccc12	1	12	3	3.4	2	6	-2	0.6	2.7
COc1ccc(-c2csc(NC(=O)c3ccccc3NS(=O)(=O)c3ccc(F)c(F)c3)n2)cc1	-24	80*	-2	-4.6*	-2	-6	-11	1.9	-11
Cc1cccc(/N=C/C2=C(O)CC(C)(C)CC2=O)n1	3	21	-1	-1.1	2	8	2	-0.4	1.3
O=C(c1ccccc1)N1CCn2c1nc1ccccc12	3	21	-11	0.61	-1	6	3	4.0	-0.4
COCCCNC(=O)COc1ccc(S(=O)(=O)Nc2ccccc2)cc1	7	-1	-2	.	0	12	2	-0.2	-1.7
Cn1ccsc1=NC(=O)c1ccccc1F	-7	-17	-7	0.065	-3	-1	4	3.9	0.9
Cc1ccc(S(=O)(=O)NNC(=O)CCCCC(=O)NNS(=O)(=O)c2ccc(C)cc2)cc1	-3	29	.	-1.1	10	11	4	0.6	1.7
CCCN(CCC)CCCNC(=O)CS(=O)Cc1nc(-c2ccc(OC)c(OC)c2)oc1C (stereo not drawn)	3	-4	1	.	6	13	3	0.6	-0.5
CC(=O)n1c(C=Nc2ccc(Cl)cc2)c(O)c2ccccc21	1	-17	-3	-0.47	5	5	.	1.1	-1.2
Cc1ccc(-c2nnn(CC(=O)Nc3ccc(S(=O)(=O)N4CCC(C)CC4)cc3)n2)cc1	3	5	-6	-0.16	0	8	-2	0.8	-7.4
CCN(C(=O)c1cc2cccc(OC)c2oc1=O)C1CCCCC1	-5	8	-2	-0.2	11	16	1	0.7	0.0
CCOC(=O)Nc1cc(C)ccc1OC	-10	13	0	0.85	20	24	5	1.5	-1.1
O=C(O)CSCc1nc2ccccc2s1	0	-4	-8	0.17	0	2	-14	0.3	1.0
CC(=O)c1ccc(NC(=O)Nc2sc(NS(=O)(=O)c3ccccc3)nc2C)cc1	17	11	-3	.	5	13	4	-2.3	-0.3
Additional structures.
SMILES	hK5 inh	Hck Nef HTS	thrombin 1536	KCC2 mod	FXIa inh	FXIIa inh 1536	Rad51 HR inh	L929 necroptosis	TNF necrop inh
Cc1ccc(C(=O)CSc2nnc(-c3ccncc3)n2C)cc1	-27	6	-2	-0.4	-6	1	7	0.3	0.8
Cc1cc(C(C)(C)C)cc(C)c1Cn1c2[n+](c3ccc(C(F)(F)F)cc31)CCCCC2	-10	21	-7	0.29	-5	-4	0	4.3	0.1
O=C(N/N=C/C1C(c2ccccc2)C1(Cl)Cl)c1cccc(Cl)c1 (stereo not drawn)	-14	-1	-12	-0.17	-16	1	-5	-0.6	0.5
CCN1CCN(C(=S)c2ccc(-c3ccccc3)cc2)CC1	-4	34	-3	-1.6	3	6	17	1.1	0.8
CCOc1cc(N2CCOCC2)c(OCC)cc1NC(=O)c1oc2ccccc2c1C	-1	-11	-6	0.12	-2	.	0	17	-0.5
CCCCC(=O)N(Cc1nc2sc(C)c(C)c2c(=O)[nH]1)C1CCCC1	-7	19	-19	-1	-5	6	-8	6.1	0.8
O=C(NNC1CC(=O)N(c2ccc(F)cc2)C1=O)c1cccnc1 (stereo not drawn)	-2	15	0	0.28	0	8	-4	-0.2	3.0
COc1ccc(C2NC(=O)Cc3cc(OC)c(OC)cc32)cc1OC (stereo not drawn)	3	27	-3	0.4	0	4	13	-0.3	2.3
COC(=O)C(CC(=O)O)NCc1ccco1 (stereo not drawn)	-7	-4	-6	-0.4	4	6	9	0.7	0.2
Cc1coc(C)c1C(=O)CC1(O)C(=O)N(CCc2ccccc2)c2ccccc21 (stereo not drawn)	-2	8	0	-1.2	2	17	3	0.1	-3.5
Cc1nc(N)nc(Cl)c1Cc1ccc(Cl)cc1	-13	-12	-3	-0.33	-1	7	16	0.4	-0.1
NC(=O)c1nc(-c2ccco2)nc2c1[nH]c(=O)n2-c1ccc(Cl)c(Cl)c1	-3	38	0	0.49	2	8	.	0.4	-1.5
CC(SCC(=O)O)c1nc2ccccc2[nH]1 (stereo not drawn)	2	15	1	1.8	0	11	19	-0.2	1.6
CCN(c1ccccc1)S(=O)(=O)c1cc(C(=O)OC(C)C(=O)Nc2ccc3c(c2)OCCO3)ccc1C (stereo not drawn)	-1	3	-8	-1.6	1	7	-1	0.0	0.5
Fc1ccc(CSc2ccc3nnc(-c4ccccn4)n3n2)cc1	-12	2	-1	-2.3	-5	2	22	-1.1	-2.1
CCOC(=O)C1(CCCc2ccccc2)CCN(C(=O)C(C)n2cncn2)CC1 (stereo not drawn)	.	-3	0	-0.54	1	12	-28	-0.5	-0.2
Cn1c(SCc2ccccc2Cl)nc2ccccc21	-4	2	3	-4.3*	8	17	-14	-0.2	-1.3
O=C(NNC(=O)C1CCCO1)c1ccccc1Cl (stereo not drawn)	3	2	-2	.	-1	8	7	0.1	-1.4
COc1ccc(S(=O)(=O)CCC(=O)Nc2c(C)n(C)n(-c3ccccc3)c2=O)cc1	12	1	-2	0.52	5	8	-4	1.0	0.0
O=C(NNc1nc2ccccc2s1)Nc1ccc(F)cc1	22	23	-1	-1.5	0	9	5	1.0	3.9
CN(Cc1ccccc1)C(NC(=O)c1ccccc1)C(Cl)(Cl)Cl (stereo not drawn)	-2	2	-2	0.34	4	13	-2	0.0	-3.6
O=C(CN1CCN(c2ccc([N+](=O)[O-])cc2)CC1)Nc1ccccn1	-6	7	3	.	11	16	7	-0.4	1.7
C/C(=N/NC(=O)CC(=O)N/N=C(\C)c1ccc([N+](=O)[O-])cc1)c1ccc([N+](=O)[O-])cc1	1	32	2	-0.74	0	7	-1	0.7	1.8
CCOc1ccc(C(=O)Nc2ccc(NC(=S)NC(=O)CC)cc2)cc1Cl	-6	2	-4	0.43	4	6	-1	0.4	-1.1
CCOC(=O)c1cnc2ccc(OCC)cc2c1NCCN1CCOCC1	-4	30	4	2.2	-2	8	17	8.4	3.1
Next section:
SMILES	hK5 inh	Hck Nef HTS	thrombin 1536	KCC2 mod	FXIa inh	FXIIa inh 1536	Rad51 HR inh	L929 necroptosis	TNF necrop inh
O=C(c1ccccc1)N1CCN(CC2CC=CCC2)CC1 (stereo not drawn)	-10	-2	-4	0.71	4	-10	-10	0.6	0.4
Cc1nc2ccc(NC(=O)N3CCSCC3)cc2nc1C	-2	3	2	0.4	-4	10	0	1.0	2.7
Cc1nc2cc(S(=O)(=O)N(C)C)ccc2n1-c1ccccc1	-14	-1	-1	0.4	-2	3	1	7.2	0.9
O=c1ccc(-c2ccccc2)n[nH]1	-23	2	-10	.	-13	29	2	0.7	0.6
Cc1cc(C)c2nc(-c3ccccn3)cc(C(=O)NCCc3ccc(S(N)(=O)=O)cc3)c2c1	.	4	-5	0.77	0	8	-7	-0.1	0.8
COc1cccc(-c2nn(C)c3sc(C(=O)Nc4ccc5c(c4)OCCO5)cc23)c1	12	26	-2	-0.36	2	6	-2	8.2	-7.6
Cc1[nH]c(=O)[nH]c(=O)c1S(=O)(=O)NCC12CC3CC(CC(C3)C1)C2	-15	-10	-6	0.36	-1	5	-2	1.5	1.1
OCC12COC(c3ccccc3)N1C(c1ccccc1)OC2 (stereo not drawn)	-25	6	3	0.62	3	13	1	0.3	-4.3
CCCCOCC(O)CN1CCN(C(C)=O)CC1 (stereo not drawn)	3	1	0	0.82	-4	5	9	0.0	-3.9
CCOC(=O)N1CCN(C(=O)CNC(=O)Cc2ccc(Cl)cc2)CC1	-7	7	-8	-0.036	-1	2	-3	80*	-0.2
COc1ccccc1Cc1nc(-c2ccncc2)no1	-6	22	-7	-0.36	-5	1	9	0.1	0.0
CCN(CC)c1ccc(/C=N/Nc2nc(C)cc(=O)[nH]2)c(O)c1	-79	12	0	-0.77	9	11	.	39	-20
COc1ccc2nc(NNC(=O)C3COc4ccccc4O3)sc2c1 (stereo not drawn)	-62	-5	-1	5.1*	6	8	.	.	0.5
CN1CCN(c2nc(-c3ccccc3)nc(-c3ccccc3)c2C#N)CC1	2	-10	-3	0.25	-2	10	9	2.5	1.9
CCOC(=O)c1cnc(SCC(=O)Nc2nnc(CC)s2)nc1N	4	1	1	0.88	4	10	-2	0.1	-0.4
O=C(O)c1cc(-c2cccc([N+](=O)[O-])c2)n[nH]1	13	-3	3	1.1	-2	9	14	-0.2	0.1
